# Screens from PubChem BioAssay.
# MT stabilizer: microtubule stabilizers in HeLa cells, primary screen, imaging, high-content imaging; HeLa tubulin immunostaining HCS, 24 h; share of cells brighter than vehicle mean+2SD; % tubulin-high responders, % at 10 µM; hit rate 0.83% among 200,000;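 active = plate Z-score above 3 for both tubulin-high and condensed-nucleus cell shares, with cell loss under 80%, at 10 µM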;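 note: anti alpha tubulin signal scored within the nucleus-defined area of each cell; some results filed as inactive read as strong as hits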
# HEK293 NOD2/NF-kB: NOD2 signaling inhibitors, cell-based, luminescence, uHTS, HEK293 (AID 1566). HEK293 NOD2/NF-kB luciferase reporter, luminescence; higher % means a stronger effect. one-dose inhibition, % at 4 µM; EC50 in µM for titrated hits. hit rate 0.63% among 290,000; in the data active = inhibition above about 50%; note: many of its hits are not listed in these tables
# Hep lipid drop: inhibitors of hepatocyte lipid droplet formation, primary screen, imaging, high-throughput imaging, BODIPY stain | AML12 mouse hepatocytes, oleate lipid droplets | hit rate 0.4% among 240,000 | inhibition, % at 6.5 µM;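 active = lipid droplet intensity inhibited by at least 50%, with more than 500 cells counted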
#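 Technique: fluorescence imaging, 20x objective, two fields per well / Assay system: AML12 hepatocytes (mouse) / Measure: % inhibition of lipid droplet signal / Doses: 6.5 µM single-point dosing / Incubation: overnight exposure / Reagent: 100 µM oleic acid challenge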
# Yfh1-depleted yeast: enhancers of respiration in Yfh1-depleted yeast, dose response, Friedreich's ataxia, plus single-dose screen (AID 1465). S. cerevisiae Yfh1-off respiration, WST-1 reduction, 72 h; higher fold induction means a stronger effect. one-dose fold induction at 50 µM; EC50 in µM for titrated hits. hit rate 0.074% among 220,000;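 active = fold induction of absorbance versus untreated yeast above a set limit, then at least 30% activation at any dose in follow-up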;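 note: activators that raise dye reduction in frataxin-depleted yeast; strong numbers were not always called active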
# bCat nuc transl: modulators of beta-catenin nuclear translocation, primary screen, imaging, HeLa cells, immunofluorescence, high-content | hit rate 0.3% among 190,000 | nuclear translocation activity, % at 5 µM | AID 1665, 2009;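 active = nuclear translocation activity above 50% at 5 µM, with a well cell count of 50 or more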;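 note: per-cell ratio of nuclear to cytoplasmic median beta-catenin stain intensity; plate controls were DMSO negative control for no effect and GSK-3 inhibitor IX positive control for full effect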
#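 Test system: HeLa cells, endogenous beta-catenin; Compound: single 5 µM dose plus 0.02–20 µM confirmation series; Times: compound exposure 24 h at 37°C; Signal: fluorescence imaging of beta-catenin antibody stain plus DAPI; Read-out: % activation, nuclear-to-cytoplasmic median beta-catenin signal ratio per cell.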
# Insulin prom up: insulin promoter activators in MIN6 cells, imaging, high-content screening, mouse beta cells. MIN6 insulin promoter-GFP reporter; stronger effect = higher value. z-score at 5 µM. hit rate 0.3% among 190,000. AID 1625, 2009;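 active = z-score above 3 at 5 µM with at least 500 cells counted in the well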
# Dynein transport: inhibitors of GR-EGFP nuclear translocation, primary screen, dynein cargo transport inhibitor project, imaging, high-content, 3617.4 mouse cells. hit rate 0.47% among 220,000. z-score, hits read low. test concentration mostly 20 µM; stimulated with dexamethasone, 1 µM; stronger effect = lower value;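 active = plate z-score of nuclear minus cytoplasmic receptor signal below a set negative limit, without overly bright fluorescence or cell loss, cut at about -3.5 in these data, passing the limit was not always enough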;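 note: z-score of nuclear minus cytoplasmic ring GR-EGFP intensity difference per well; some compounds called inactive have numbers as strong as hits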
#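 medium = tetracycline-free induction medium containing charcoal-stripped FBS | probe or stimulus = dexamethasone, 1.0 µM final | timing = 48 h induction, then 1 h compound, then 30 min agonist, 37 °C | detection = automated 10x imaging of fixed Hoechst-stained cells | read-out basis = nuclear versus cytoplasmic GR-EGFP signal, averaged per well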
# Autophagy mod: autophagy modulators in MEF cells, primary screen, imaging, high-content, MEF GFP-LC3; calls only at 10 µM (by protocol); AID 463193, 2010; MEF GFP-LC3 puncta imaging; test concentration mostly 10 µM; hit rate 0.98% among 190,000;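 active = percentage of spot-positive cells more than 3 SD above its plate mean, without a fluorescence outlier flag or 80% toxicity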;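 note: spot-positive cell cutoff set from DMSO-treated cells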
# WT yeast gro inh: growth inhibition of WT strain, primary screen, mitochondrial fusion inhibitor project, WT and mutant strains, chemical genetic. mitochondrial fusion phenotypic screen. inhibition, % at 10 µM. hit rate 2.1% among 190,000; in the data active = inhibition above about 58%; tested in S. cerevisiae
# WT yeast gro inh mutant strain: also measured in WT yeast gro inh; calls as there; inhibition, %; mitochondrial fusion phenotypic screen, mutant strain inhibition
# Dynein transport cytoplasmic EGFP: further read-out of Dynein transport, marked with its call; z-score; measured here: cytoplasmic GR-EGFP intensity; stronger effect = higher value
# Dynein transport nuclear GR-EGFP: second read-out of Dynein transport, no call of its own (marks repeat the call); z-score; measured here: nuclear GR-EGFP intensity;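 lower value marks the stronger effect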
# Dynein transport cell count: recorded beside Dynein transport, whose call it bears; z-score; measured here: cell count per field
# Insulin prom up cell count: recorded beside Insulin prom up, whose call it bears; cell count; measured here: cytotoxicity, nuclei count;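 total cells summed across four imaged fields per well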
# Hep lipid drop cells 6.5 µM: recorded beside Hep lipid drop, whose call it bears; cell count; measured here: cell count, cytotoxicity flag;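 cells counted across two imaged fields per well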
# bCat nuc transl cell count 5 µM: further read-out of bCat nuc transl, marked with its call; cell count; measured here: cell count, cytotoxicity flag
# MT stabilizer Hoechst-high %: also measured in MT stabilizer; calls as there; % Hoechst-high responders; measured here: nuclear condensation Hoechst responders;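 share of cells brighter than vehicle mean plus two SD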
# MT stabilizer cytotoxicity %: also measured in MT stabilizer; calls as there; toxicity, %; measured here: cytotoxicity by cell density;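 0% = mean cell density of plate MIN control wells and 100% = no cells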
# Autophagy mod cell loss 18 h: further read-out of Autophagy mod, marked with its call; toxicity, %; measured here: cell loss, nuclei count;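 cell loss after 18 h compound exposure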
# The depositor's hits bear a star; i = inactive; . = no result given; + = active, no number.
SMILES,MT stabilizer,MT stabilizer Hoechst-high %,MT stabilizer cytotoxicity %,HEK293 NOD2/NF-kB,Hep lipid drop,Hep lipid drop cells 6.5 µM,Yfh1-depleted yeast,bCat nuc transl,bCat nuc transl cell count 5 µM,Insulin prom up,Insulin prom up cell count,Dynein transport,Dynein transport cytoplasmic EGFP,Dynein transport nuclear GR-EGFP,Dynein transport cell count,Autophagy mod,Autophagy mod cell loss 18 h,WT yeast gro inh,WT yeast gro inh mutant strain
CCN1CCN(C(=O)c2ccc3c(c2)c(C)c(C)n3Cc2ccccc2)CC1,.,.,.,23%,5,687,i,0.8,1175,-1.2,1334,-0.031,-0.2,0.3,0.21,i,-1,-11,-11
CCN(CC)C(=O)CSc1nnc(-c2ccccn2)n1-c1ccc(C)c(C)c1,3.3,1.7,3.1,1%,.,.,i,-5.9,1001,-0.29,959,-0.72,-0.17,-0.23,0.44,i,-9,-6,-9
COc1ccc(C(=O)NC(=S)Nc2ccc(N3CCOCC3)c(Cl)c2)cc1[N+](=O)[O-],2.3,6.3,5.9,-2%,-5,600,i,.,.,0.3,1129,1.5,-0.29,0.33,-0.32,i,-14,43,20
Cc1ccc(-c2c[n+](CC(=O)Nc3ccccc3C)c3n2CCC3)cc1,.,.,.,6%,-6,651,i,0.3,1311,-0.24,1095,-0.14,-0.29,-0.092,0.012,.,.,.,.
CCSc1nnc(NC(=O)/C=C/c2ccco2)s1,2.5,1.9,1.7,-17%,-48,706,i,-1.1,1083,-0.83,1135,-0.35,-0.28,-0.17,0.33,i,-37,-2,3
COc1ccc(C(=O)CN2CCN(S(=O)(=O)c3cccc([N+](=O)[O-])c3)CC2)cc1,2.3,3.5,4.4,23%,0,590,i,-1.0,997,-0.21,1301,-0.78,-0.14,-0.17,0.6,i,-4,-3,-2
Cc1ccccc1CN1C[C@@H]2C[C@@H](c3cn[nH]c3-c3ccccc3)N3CCC[C@@]23C1=O,4.1,1.9,2.0,-14%,-1,685,i,3.0,949,0.43,1556,1.7,-0.23,0.81,-1.3,i,28,-3,9
Cc1cccc(CN2CCN(C(=O)CCc3nnc(C4CCCCC4)o3)CC2)c1,3.8,2.6,0.0,-15%,-14,739,i,-0.1,941,.,.,1.6,-0.014,1.2,-1.8,i,10,-14,-16
Cc1nn(-c2ccccc2)c(N2CCCC2)c1/C=N/NC(=S)Nc1ccccc1F,3.8,5.0,2.0,-47%,-46,573,i,-0.1,909,.,.,-0.033,-0.18,-0.12,0.13,i,12,37,6
O=C(c1nnsc1S(=O)c1ccc(Cl)cc1)N1CCOCC1 (stereo not drawn),6.2,2.5,7.6,25%,-8,631,i,-3.3,1027,0.35,1088,-4.8*,2.3*,-2.4*,-0.71*,i,19,38,14
N#CCNC(=O)c1cccn1-c1ncc(C(F)(F)F)cc1Cl,2.3,2.9,8.3,10%,-4,714,i,-1.9,1047,-0.48,1199,-1,-0.3,-0.14,0.93,i,-6,-8,-3
COc1ccc(/C=C(\NC(=O)c2cccs2)C(=O)Nc2ccccc2C)cc1OC,3.8,3.0,11,24%,42,620,i,-0.7,528,-0.08,1311,0.27,-0.25,-0.24,0.086,i,5,-8,-14
COC(=O)c1cc2oc(C)cc2n1CC(=O)Nc1cc(C)cc(C)c1,2.5,0.8,4.9,-13%,2,673,i,.,.,0.18,1253,-0.28,-0.17,0.47,0.18,i,-1,-1,-5
O=C(N/N=C/c1cn(-c2ccccc2)nc1-c1cccnc1)c1cccnc1,1.7,2.4,1.9,8%,16,686,i,-1.6,1186,0.47,1222,0.48,-0.2,0.31,-0.21,i,4,7,1
Fc1ccc(CSc2nnc(-c3cccnc3)o2)cc1,4.0,2.6,5.1,-15%,-4,727,i,-1.2,1133,1.5,1485,-0.72,-0.33,-0.23,1.3,i,3,13,1
O=C(NNC(=O)C1CCCN(c2ncccn2)C1)c1ccc(F)cc1 (stereo not drawn),3.0,1.9,5.1,19%,.,.,i,.,.,.,.,-0.24,0.18,-0.21,-0.47,i,-24,-17,-16
COc1ccc2c(c1)CCc1c(C(=O)N3CCCC3)noc1-2,6.3,2.1,8.8,-48%,.,.,i,-0.6,1399,-0.49,1468,-0.32,-0.32,-0.019,-0.25,+,71*,-10,-7
CCC(C)(C)n1nnnc1C(c1ccc(F)cc1)N1CCC(C(N)=O)CC1 (stereo not drawn),4.5,1.1,3.2,11%,-14,736,i,-1.1,1074,-0.04,1536,-0.22,-0.097,0.49,0.0073,i,-9,-7,-13
Cc1ccc2nc3c(c(C(=O)OCC(=O)NC4CCS(=O)(=O)C4)c2c1)CCCC3 (stereo not drawn),3.6,2.1,1.8,11%,17,702,i,0.8,1001,0.68,1298,-0.58,-0.28,-0.28,0.34,i,5,-15,0
C=CCOc1ccc(CNn2cn[nH]c2=S)cc1OC,3.5,2.1,8.1,11%,-1,698,i,2.6,1054,-0.14,1792,0.2,-0.18,-0.04,-0.51,i,12,-10,2
CC(=O)NC(C)C12CC3CC(CC(C(=O)O)(C3)C1)C2 (stereo not drawn),2.5,1.8,7.9,-10%,4,724,i,.,.,-0.14,1258,0.55,-0.23,0.29,1.1,i,-6,-11,-24
O=C(O)CC1(Cc2nc(-c3cccs3)no2)CCCC1,3.3,2.7,5.6,4%,.,.,i,.,.,0.4,998,-0.1,-0.21,-0.04,0.21,.,.,10,1
CC(C)C(=O)Nc1cccc(C(=O)Nc2nccs2)c1,1.2,1.1,9.8,3%,.,.,i,-6.5,1048,0.52,1306,-0.65,-0.17,-0.32,0.15,i,39,-9,-9
Cc1occc1C(=O)Nc1cccc(C(F)(F)F)c1,1.7,2.2,4.8,18%,-13,684,i,0.3,519,.,.,-1.1,-0.24,-0.38,0.18,i,-1,17,32
COc1ccc(-n2c(SCC(=O)N3CCN(c4ccccc4)CC3)nc3c(c2=O)SCC3)cc1,4.5,1.9,6.0,4%,.,.,i,.,.,-1.3,951,0.73,-0.0089,0.69,-1.2,i,19,-9,-10

# The listing continues:
SMILES,MT stabilizer,MT stabilizer Hoechst-high %,MT stabilizer cytotoxicity %,HEK293 NOD2/NF-kB,Hep lipid drop,Hep lipid drop cells 6.5 µM,Yfh1-depleted yeast,bCat nuc transl,bCat nuc transl cell count 5 µM,Insulin prom up,Insulin prom up cell count,Dynein transport,Dynein transport cytoplasmic EGFP,Dynein transport nuclear GR-EGFP,Dynein transport cell count,Autophagy mod,Autophagy mod cell loss 18 h,WT yeast gro inh,WT yeast gro inh mutant strain
O=C(Nc1ccccc1)N(C1=NCCC1)c1ccc(OC(F)F)cc1,1.4,2.0,12,-14%,.,.,i,-4.4,960,-0.05,1413,-0.072,-0.054,-0.029,-0.52,i,14,10,-13
CCC(OC(=O)CN1C(=O)C(=O)c2ccccc21)C(=O)Nc1ccc(S(N)(=O)=O)cc1 (stereo not drawn),2.7,2.1,3.4,5%,-2,728,i,.,.,0.05,1126,1.2,-0.11,0.78,-0.8,i,6,10,-5
CC(=O)Nc1ccccc1NS(=O)(=O)c1cccc([N+](=O)[O-])c1,1.6,2.0,7.3,12%,0,742,i,-1.7,1095,-1.5,1433,0.23,-0.32,0.34,0.21,i,39,-14,-10
Cc1ccc(NS(=O)(=O)c2cc(C(=O)OCC(=O)NCC3CCCO3)ccc2C)cc1 (stereo not drawn),3.0,1.8,0.1,1%,11,694,i,-1.9,1100,-0.11,1147,2,-0.076,0.72,-1.6,i,2,21,-3
Cc1cc(Cl)ccc1OC(C)c1nnc(N)s1 (stereo not drawn),0.8,0.7,5.1,-6%,0,746,i,-0.3,1160,0.15,1040,-1.1,0.38,-0.19,0.62,i,-2,3,10
O=C(Nc1ccc(F)c([N+](=O)[O-])c1)c1ccc2c(c1)C(=O)OC2=O,.,.,.,9%,-8,612,i,-2.4,1215,0.24,1426,-0.54,-0.16,-0.34,-0.095,.,.,.,.
CCOc1ccc(CNC(=O)C2CCN(S(=O)(=O)CC)CC2)cc1OC,2.1,1.6,8.9,6%,.,.,i,3.3,1358,-0.39,1567,0.25,-0.19,-0.13,0.29,i,2,3,-2
Cn1nc(C(=O)NCCN2CCOCC2)c2ccccc2c1=O,17,19,97,15%,10,695,i,0.4,955,0.34,961,3,-0.16,2.7,-2.7,i,2,3,1
Cc1c(C(=O)NC2CC2)oc2ccc(S(=O)(=O)N3CCCCCC3)cc12,.,.,.,0%,.,.,i,1.0,1161,0.4,928,.,.,.,.,.,.,4,1
COC(=O)c1ccccc1NC(=O)C1CCN(S(=O)(=O)c2cc(OC)ccc2OC)CC1,5.4,1.7,2.2,12%,-23,647,i,.,.,.,.,-0.016,-0.27,0.0065,0.34,i,0,4,12
CC(COC(=O)c1ccccc1)(COC(=O)c1ccccc1)/[N+]([O-])=C/c1ccccc1,3.5,2.5,4.2,0%,0,654,i,0.4,945,.,.,0.89,-0.23,0.72,-1.1,i,4,14,9

# A portion of the library, so the mix of outcomes need not match the whole.
